# High-throughput results as filed in PubChem.
# MC4R antagonist = MC4R antagonists of cAMP signaling, primary screen, cell-based, TR-FRET, antagonist arm of biased-ligand search; inhibition, % at 6.5 µM; MC4R-expressing cells, MTII-stimulated cAMP, LANCE TR-FRET; AID 540295, 2011; Melanocortin receptor 4 (Homo sapiens), P32245; hit rate 0.48% among 360,000;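 active = inhibition above its plate's cutoff, the mean of tested wells on that plate plus 3 SD, cut at about 29% in these data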;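 note: 0% = Melanotan II alone and 100% = Melanotan II plus saturating MCL0020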
# Target sequence (P32245 whole entry, looked up): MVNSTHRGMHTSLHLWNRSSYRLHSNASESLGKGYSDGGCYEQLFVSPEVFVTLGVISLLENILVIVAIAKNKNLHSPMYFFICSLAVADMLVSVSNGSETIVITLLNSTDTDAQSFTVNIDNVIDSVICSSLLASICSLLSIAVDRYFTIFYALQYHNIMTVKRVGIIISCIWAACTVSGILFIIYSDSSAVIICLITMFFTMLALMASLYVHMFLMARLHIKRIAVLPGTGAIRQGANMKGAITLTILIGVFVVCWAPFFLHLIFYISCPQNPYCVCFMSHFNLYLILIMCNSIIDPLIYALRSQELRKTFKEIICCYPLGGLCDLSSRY
#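 Test system: U2OS cells stably expressing human melanocortin 4 receptor (MC4R); also added: Melanotan II challenge; compound: 6.5 µM single dose; timing: 30-min compound preincubation, 1-h Melanotan II challenge, 1-h detection, room temperature; signal: Eu-cAMP/anti-cAMP TR-FRET, emission 671 nm; repeats: one well per compound, no replicates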
# MC4R barr agon = MC4R agonists recruiting beta-arrestin, primary screen, cell-based, luminescence, agonist arm of biased-ligand search. Melanocortin receptor 4 (Homo sapiens), P32245. U2OS MC4R beta-arrestin complementation; percent of melanotan II response, DMSO zero. activation, % at 8.9 µM. hit rate 0.98% among 360,000;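 active = activation above a per-plate cutoff, the mean activation of sample wells on that plate plus 3 SD, cut at about 8% in these data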
# SRC3 inh = SRC3 coactivator transcriptional activity inhibitors, primary screen, cell-based, luminescence; AID 588352, 2011; inhibition, % at 3.6 µM; HEK293 GAL4-SRC3 luciferase reporter; hit rate 0.17% among 360,000;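 active = inhibition above a per-campaign cutoff, the mean of all compounds plus 3 SD, cut at about 60% in these data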;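 note: 0% = DMSO-treated cells and 100% = gossypol-treated cells at 36 µM; higher means less SRC3-driven luciferase light from the GAL4 reporter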
# SRC2 inh = inhibition of GAL4-SRC2 driven luciferase reporter, primary screen, SRC2 inhibitor project, cell-based, luminescence; Nuclear receptor coactivator 2 (Homo sapiens), Q15596; HEK293 GAL4-SRC2 luciferase reporter; inhibition, % at 9 µM; hit rate 0.17% among 370,000; AID 651957, 2012;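 active = inhibition above the mean inhibition of all tested compounds plus 3 SD, set per campaign, cut at about 52% in these data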;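 note: 0% = DMSO treated cells and 100% = cells given Gossypol at 36 µM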
# EBV LMP1 NFkB = EBV LMP1-driven NF-kappaB luciferase reporter inhibitors, primary screen, cell-based, luminescence, single point; LMP1-induced NF-kappaB luciferase reporter cells; inhibition, % at 12.5 µM; hit rate 0.69% among 350,000; AID 504558, 2011; in the data active = inhibition above about 41%;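 note: 0% = neutral control wells and 100% = reference inhibitor control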
# SRC1 inh = SRC1 coactivator transcriptional activity inhibitors, primary screen, cell-based, luminescence; Nuclear receptor coactivator 1 (Homo sapiens), Q15788; HEK293 GAL4-SRC1 luciferase reporter; inhibition, % at 3.6 µM; hit rate 0.12% among 360,000;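 active = inhibition above the campaign mean plus 3 SD, with each screening campaign given its own cutoff, cut at about 60% in these data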;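 note: 0% = DMSO treated cells and 100% = gossypol at 36 µM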
# NOD2-RIPK2 inh = NOD2-RIPK2 binding disruptors in cells, primary screen, fluorescence, CHO cells, BLA complementation; Receptor-interacting serine/threonine-protein kinase 2 (Homo sapiens), O43353; CCF4 ratio; inhibition, % at 4.98 µM; hit rate 0.38% among 360,000; AID 624267, 2012; in the data active = inhibition above about 21%;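 note: 0% = vehicle only and 100% = reference blocker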
# LRH-1 inv ag = LRH-1 (NR5A2) inverse agonists, primary screen, cell-based, luminescence, HEK293T, StAR-luciferase reporter; inhibition, % at 3.6 µM; LRH-1 transfected, 24 h; hit rate 0.13% among 360,000; AID 602396, 2012;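 active = inhibition above the mean inhibition of all tested compounds plus 3 SD, cut at about 73% in these data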;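 note: 0% = DMSO wells and 100% = reporter-only cells lacking LRH-1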
# ABHD5-PLIN5 inh = ABHD5-PLIN5 interaction inhibitors, primary screen, cell lysate, split luciferase complementation, luminescence; Perilipin-5 (Homo sapiens) + 1-acylglycerol-3-phosphate O-acyltransferase ABHD5 (Homo …; Split G. princeps luciferase complementation, 4 h; inhibition, % at 4 µM; hit rate 0.78% among 360,000;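 active = inhibition above the mean inhibition across every tested compound plus 3 SD, cut at about 22% in these data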;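 note: 0% = DMSO only wells and the 100% control is not disclosed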
# NR2F2 inh = NR2F2 transcriptional activity inhibitors, primary screen, cell-based, luciferase reporter, HEK293T, luminescence | COUP transcription factor 2 (Homo sapiens), P24468 | HEK293T NGFI-A luciferase reporter | inhibition, % at 8.6 µM | hit rate 0.7% among 370,000 | AID 686940, 2013;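 active = inhibition above a per-plate cutoff, mean inhibition of test wells between control levels plus 3 SD, cut at about 38% in these data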;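 note: cells cotransfected with COUP-TFII expression vector driving the NGFI-A reporter; 0% = median of COUP-TF2 test wells and 100% = reporter-only cells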
# Target sequence (P24468 whole entry, looked up): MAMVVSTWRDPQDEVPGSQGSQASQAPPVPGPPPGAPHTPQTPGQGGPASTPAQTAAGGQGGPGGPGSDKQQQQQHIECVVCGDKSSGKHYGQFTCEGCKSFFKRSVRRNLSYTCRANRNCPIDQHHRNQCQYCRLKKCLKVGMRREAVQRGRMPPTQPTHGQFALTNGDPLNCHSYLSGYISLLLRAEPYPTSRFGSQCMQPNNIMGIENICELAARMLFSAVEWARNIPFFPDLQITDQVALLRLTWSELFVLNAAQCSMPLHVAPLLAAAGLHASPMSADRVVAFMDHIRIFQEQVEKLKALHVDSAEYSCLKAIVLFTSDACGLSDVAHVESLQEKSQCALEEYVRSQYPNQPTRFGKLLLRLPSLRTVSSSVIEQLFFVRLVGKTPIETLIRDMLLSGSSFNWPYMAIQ
# TLR9-MyD88 inh = inhibitors of TLR9-MyD88 association in cells, primary screen, cell-based, CHO, BLA complementation, fluorescence. inhibition, % at 4.98 µM. CCF4 FRET ratio. AID 504734, 2011. hit rate 0.21% among 340,000. Toll-like receptor 9 (Homo sapiens) + Myeloid differentiation primary response protein …;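 active = inhibition above the mean over all tested compounds plus 3 SD, cut at about 21% in these data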;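 note: 0% = DMSO only wells and 100% = clavulanate BLA inhibitor control wells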
# Numbers without * were called inactive; · = no result given.
SMILES,MC4R antagonist,MC4R barr agon,SRC3 inh,SRC2 inh,EBV LMP1 NFkB,SRC1 inh,NOD2-RIPK2 inh,LRH-1 inv ag,ABHD5-PLIN5 inh,NR2F2 inh,TLR9-MyD88 inh
Cc1cc(O)ccc1Nc1nc(-c2cccs2)cs1,-10,3.3,-95,-97,-6,-130,-6,-77,-18,-36,-1
ON=C1c2ccccc2-c2ccc(O)cc21,6,-1.1,-16,1,-1,-14,-3,-62,2,-12,-4
CCS(=O)(=O)N1CCC(C(=O)NCCCN2CCCCCC2)CC1,9,-1.3,12,-23,-1,-5,-10,2,8,11,-6
O=C(CN1CCN(c2ccc(O)cc2)CC1)N1CCc2ccccc21,-1,1.8,6,-17,1,-12,-9,-6,12,-6,-3
Cc1ccc(NC(=O)Cc2c(Cl)cccc2Cl)cc1S(=O)(=O)N(C)C,9,-0.9,-5,-11,5,-10,-2,-4,-1,15,1
CC(C)(C)NC(=O)C(=O)NNC(=O)C12CC3CC(CC(C3)C1)C2,-3,-1.9,5,-1,-10,1,-9,2,-1,-15,4
CCOC(=O)N1CCN(C(=O)C2CCN(S(=O)(=O)c3ccc(NC(C)=O)cc3)CC2)CC1,7,-3.6,3,30,7,10,-2,-12,-9,10,-2
CCCS(=O)(=O)NC(=O)C1(C)CCN(C(=O)c2cc(C)n(C(C)(C)C)n2)C1 (stereo not given),15,-0.8,-11,7,·,1,6,0,3,1,·
CCc1ccccc1N(C(C)=O)c1nc(CCl)cs1,21,-2.2,0,16,10,7,-8,1,3,15,-2
COc1ccccc1N1CCN(/N=C\c2ccccc2)CC1,9,0.7,-73,-62,-29,-54,-6,-32,-14,-16,-9
CC(C)(C)n1nnnc1C(c1cccs1)N(Cc1ccccc1)Cc1ccco1 (stereo not given),5,-0.3,7,5,-12,15,-6,16,-1,4,-13
O=C(c1cccc(Cl)c1)N1CCC2CC1c1cc(N3CCOCC3)ccc12 (stereo not given),5,-0.1,4,-3,0,15,-1,15,5,6,-1
CCN(CC)c1ccc(N=CN2CCOCC2)cc1,-6,1.1,8,11,-3,1,-13,17,-6,-22,6
O=C(N/N=C\c1cccs1)c1ccccc1-n1cccc1,-3,-2.5,-8,6,-7,7,4,-3,-3,10,-6
CN(C)c1ccc(CNC(=O)CCc2ccc(S(=O)(=O)N3CCCCCC3)cc2)cc1,-1,0.6,29,2,5,5,-5,14,-3,8,8
C=CCn1c(SCc2cccc(F)c2)nc2cc(C(=O)N3CCC(C(N)=O)CC3)ccc2c1=O,-1,0.6,10,5,-21,-7,-6,-6,7,-2,-16
c1ccc2c(Nc3nnc(-c4ccncc4)s3)cccc2c1,25,-1.6,-66,-41,-11,-49,-3,-34,5,-34,-2
COc1cccc(CN2CCN(Cc3ccc(C)o3)CC2CCO)c1 (stereo not given),25,1.0,-4,-23,-3,1,-3,-4,9,-3,-2
CC(C)CCOc1ccc(C(=O)Nc2cc(S(=O)(=O)N3CCOCC3)ccc2N2CCOCC2)cc1,-2,0.6,5,7,-13,0,-6,13,-5,4,4
COc1ccc(S(=O)(=O)Nc2cccc3c2O[C@H](CN(C)S(=O)(=O)c2ccc(F)cc2)[C@H](C)CN([C@H](C)CO)C3=O)cc1,8,-0.3,17,6,-8,-11,-1,20,1,-7,-13
COc1ccccc1CCNC(=O)CSCC(=O)Nc1ccccc1F,8,-1.8,-11,-29,-9,-16,7,10,1,14,5
O=C1CC(N(CCc2ccccc2)C(=S)Nc2ccccc2)C(=O)N1c1ccccc1 (stereo not given),14,5.8,7,7,3,-7,-4,-12,0,-1,-3
Cc1cc(Br)ccc1SCC(=O)NNC(=O)c1ccco1,12,-1.9,-13,-4,14,-26,1,3,-10,-13,-4
Cc1c(NC(=O)C(=O)/C=C(\O)c2ccc(Cl)cc2)c(=O)n(-c2ccccc2)n1C,-7,0.6,4,9,-11,12,-14,12,1,-3,-3
Cc1ccc2c(c1)[C@H]1[C@H](CO2)[C@H](c2ccccc2)[C@]2(C)C(=O)Nc3cc(Cl)ccc3C(=O)N12,2,-1.1,26,·,13,-9,0,14,4,·,-3
# The list continues.
SMILES,MC4R antagonist,MC4R barr agon,SRC3 inh,SRC2 inh,EBV LMP1 NFkB,SRC1 inh,NOD2-RIPK2 inh,LRH-1 inv ag,ABHD5-PLIN5 inh,NR2F2 inh,TLR9-MyD88 inh
CCOc1cc(C)c(Cl)cc1S(=O)(=O)NCCOC,10,-2.2,6,-11,-7,-26,10,-3,-2,-14,4
O=C(CSc1nnc(NC(=O)c2c(F)cccc2F)s1)NC1CC1,8,-0.1,12,-38,-2,9,-2,4,-3,-13,-4
CC(C)N1CCc2c(sc(NC(=O)c3ccc(S(=O)(=O)N(C)CC4CCCO4)cc3)c2C(N)=O)C1 (stereo not given),1,-3.0,14,-26,-5,-12,-4,-15,6,4,0
CCOC(=O)C1=C(C)NC2=C(C(=O)C(C(=O)OC)C(C)C2)C1c1ccc(OC)c(O)c1 (stereo not given),-9,-1.2,4,-15,1,-1,-8,0,5,1,-10
COCCCn1c(Cc2csc(Nc3ccccc3)n2)nnc1SCC(N)=O,4,-0.3,-4,1,9,-22,-3,1,-5,-8,-4
COc1cc(OC)c(S(=O)(=O)Nc2ccccc2N2CCCCC2)cc1NC(C)=O,3,-0.2,8,7,-9,7,-4,-10,3,2,1
O=C(NC(CSSCC(NC(=O)c1ccccc1)C(=O)O)C(=O)O)c1ccccc1 (stereo not given),-1,-0.4,-8,-1,1,0,0,-15,-19,6,-4
COc1ccccc1C(=O)NCC(=O)N1CCN(S(=O)(=O)c2ccc3c(c2)OCCO3)CC1,2,-0.4,14,22,-2,-7,2,12,-4,1,2
COc1ccc(S(=O)(=O)N2CCC3(CC2)CC(=O)c2ccccc2O3)cc1,-6,0.0,-2,-22,-3,8,-8,2,1,-15,6
CCOc1ccccc1OCC(=O)Nc1nnc(C)s1,1,1.6,-4,-10,-2,0,0,-7,-7,9,1
COc1cccc(/C(O)=C2\C(=O)C(=O)N(c3ccccn3)C2c2cccc(OC)c2OC)c1 (stereo not given),12,-0.7,3,-15,2,3,4,-2,-3,1,-6
Cc1cccc(N2CCN(C(=O)c3cc4c(=O)[nH]c5ccccc5c4n3C)CC2)c1C,5,-0.8,2,-2,29,2,-6,12,5,2,-9
Cc1nc2ccc(Br)cn2c1C(=O)N/N=C\c1ccc(C(C)C)cc1,-2,-1.7,-7,-3,-14,0,7,-2,-1,-10,-7
CCc1nc2c(OCc3cccc(Cl)c3)cccn2c1N(C)C(=O)c1ccncc1,6,-0.5,-3,-12,·,16,0,13,10,10,·
COC(=O)c1ccc(NC(=O)CN2CCCC2)cc1,3,-1.0,-1,-21,-7,-28,3,-14,-4,-6,5
Cc1ccc(S(=O)(=O)N/N=C2/CC(c3ccccc3)Oc3ccccc32)cc1 (stereo not given),-1,1.6,-21,-20,2,-5,-1,2,-2,-14,-4
COc1cc(NC(=O)c2cccnc2SC)cc(OC)c1,-1,-2.6,7,-17,4,5,-5,-5,-3,-7,-7
O=C(Cc1coc2ccc3ccccc3c12)NC1CCCc2ccccc21 (stereo not given),5,9.1*,20,-6,-11,3,-10,-6,-5,16,-11
CC(=O)Nc1ccc(NC(=O)CCNS(=O)(=O)c2cccc3nsnc23)cc1,-3,-2.6,-31,·,4,-25,7,5,3,·,-3
O=C(CN1C(=O)CSC1=O)Nc1ccccc1N1CCOCC1,-4,-0.9,5,1,4,-8,-3,9,2,12,0
Fc1ccc2c(c1)/C(=N/Nc1ccccn1)CCS2,8,-1.5,-7,-17,0,-18,-3,7,1,3,3
COc1ccc(OC)c(C(O)c2ncc(-c3ccc(C(F)(F)F)cc3)[nH]2)c1 (stereo not given),5,-1.7,10,17,·,13,-8,5,-13,8,·
Cc1ccc(-n2cccc2/C=C2/C(=N)N3C(=NC2=O)SN=C3S(C)(=O)=O)cc1,5,-1.2,-14,-25,-4,2,4,2,5,16,-8
COc1ccc(N2CCN(CC(=O)NC(C)c3ccccc3)CC2)cc1 (stereo not given),-3,0.8,6,-11,-10,15,11,16,-1,2,3
CC(=O)Nc1ccc(/C=C/c2nc3ccccc3[nH]c2=O)cc1,16,-0.6,-5,-29,-7,-32,-1,-19,2,-21,-2
# Later entries:
SMILES,MC4R antagonist,MC4R barr agon,SRC3 inh,SRC2 inh,EBV LMP1 NFkB,SRC1 inh,NOD2-RIPK2 inh,LRH-1 inv ag,ABHD5-PLIN5 inh,NR2F2 inh,TLR9-MyD88 inh
CN(C)S(=O)(=O)c1ccc2oc(SCC(=O)Nc3ccccc3F)nc2c1,12,0.9,-100,-12,-26,-123,-5,-98,-5,-35,0
Cc1ccc(N=Nc2ccc(O)c3ncccc23)cc1C,15,-4.4,-4,-23,-8,-12,-3,0,1,-3,5
CC(C)CCN(C(=O)CNC(=O)c1ccco1)C(C(=O)NC1CCCCC1)c1cccnc1 (stereo not given),4,-1.8,0,26,-2,21,1,-3,5,6,-8
O=C(CCCCn1c(=O)c2ccccc2n(CC(=O)Nc2ccc(F)cc2)c1=O)NCc1ccco1,16,0.5,3,-8,-10,7,6,3,12,-8,12
CCOc1ccc(C(=O)N[C@H](C(=O)Nc2ccccc2OC)C(C)C)cc1,5,-2.2,-22,-16,3,-8,11,-1,-7,2,-7
COc1ccc(C2C(C(=O)NCc3ccco3)CCC(=O)N2c2ccc(OC)cc2)cc1 (stereo not given),4,-0.5,9,-11,8,-3,-4,15,6,0,-1
Oc1c(CN2CCOCC2)cc(CN2CCOCC2)cc1CN1CCOCC1,7,-0.5,-5,-20,-3,-7,-8,14,5,-4,1
CCOc1ccc(-c2c(C(=O)N/N=C/C3CCCCC3)nnn2-c2nonc2N)cc1,7,-1.6,13,16,4,-8,-6,5,10,-1,-4
CCC(=O)Nc1cc2c3c(c1)CCC(=O)N3CCC2,12,-1.1,-8,10,-1,-40,-6,24,1,-6,2
Cc1c(NC(=O)Nc2ccccc2)c(=O)n(-c2ccccc2)n1C,-4,-2.1,-6,6,-1,5,-3,4,-3,-10,7
O=C(COC(=O)/C=C/c1ccc(Br)o1)NC1CCCCC1,0,-5.0,3,11,-4,-8,2,-21,7,7,-9
COc1cc(OC)cc(C(=O)N2CCN(Cc3ccccc3Br)CC2)c1,16,-0.7,3,30,0,-25,-2,-3,6,4,9

# A portion of the library; rates above refer to the full screens.
